HT1080 IDH1KD tx: toxicity to HT-1080 IDH1 knockdown cells (counter line); 2% of 360,000 active; Potency, µM (titrated, usually from 46.1 µM), for the others: at the top dose activity, negative = toxicity, most hits filed as cytotoxic; AID 686971; HT-1080 IDH1 knockdown viability, ATP luminescence, 48 h;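 also: potency is read from the fitted curve at half-maximal effect; 0% = DMSO wells and -100% = cell-free medium wells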
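IDH1KD HT-1080 cells, 750/well, RPMI + 5% FBS; compound pinned after 2 h settling; 48 h, 37 °C; CellTiter-Glo luminescence; % activity normalised to DMSO and no-cell wells; curves fitted, classed by r2 and efficacy.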
SW480 rereplic: DNA re-replication induction in SW480 cells | SW480 DNA re-replication, Hoechst DNA content imaging, 48 h | Potency, µM (doses to about 46.1 µM), for inactives: top-dose re-replication activation, actives largely listed as activators | 1.8% of 340,000 active; also: potency is read from the fitted curve at half-maximal effect; % of control where 0% means no effect; nearly all actives have a fitted effect of over 55% in size
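Cells (250 per well) received 23 nL compound or DMSO by pin tool and were kept 48 hr at 37 C, 5% CO2. Nuclei were then stained with Hoechst for 40 min and scanned for DNA content.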
MCF10A rerep: inducers of DNA re-replication in MCF 10A breast cells; MCF 10A DNA re-replication, Hoechst nuclear intensity, 48 h; Potency, µM (doses to about 46.1 µM), for the others: at the top dose activity, positive = re-replication, most hits filed as activators; 2.9% of 350,000 active; also: potency is read from the fitted curve at half-maximal effect; % of control where 0% means no effect; nearly all actives have a fitted effect of over 50% in size
GLP1R cytotox: cytotoxic in the GLP-1 receptor inverse agonist counter-screen. 0.13% of 410,000 active. HEK293 cAMP-luciferase reporter cells, luminescence, 24 h. Potency, µM (series often up to 38.3 µM), without a hit: at the highest dose activity change, negative = inhibition, hits mostly inhibitors;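 also: loss of luciferase light is scored as toxicity; potency is read from the fitted curve at half-maximal effect; % is scaled to controls: 0 for no effect and ±100 for the full control effect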
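To flag toxic compounds, the library was rerun on cells for 24 hr at 37 deg C and 5% CO2. Viability-linked luminescence was captured 12 min after adding luciferase detection reagent.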
D3 ag: D3 dopamine receptor (human) agonism; D3R DiscoveRx beta-arrestin cells, luminescence, 90 min; max activation, %; 0.58% of 410,000 active; in the data active = max activation above about 30%; also: 0% is about no effect; mostly tested at two doses, the higher about 12 µM
Target sequence (P35462 whole entry, looked up): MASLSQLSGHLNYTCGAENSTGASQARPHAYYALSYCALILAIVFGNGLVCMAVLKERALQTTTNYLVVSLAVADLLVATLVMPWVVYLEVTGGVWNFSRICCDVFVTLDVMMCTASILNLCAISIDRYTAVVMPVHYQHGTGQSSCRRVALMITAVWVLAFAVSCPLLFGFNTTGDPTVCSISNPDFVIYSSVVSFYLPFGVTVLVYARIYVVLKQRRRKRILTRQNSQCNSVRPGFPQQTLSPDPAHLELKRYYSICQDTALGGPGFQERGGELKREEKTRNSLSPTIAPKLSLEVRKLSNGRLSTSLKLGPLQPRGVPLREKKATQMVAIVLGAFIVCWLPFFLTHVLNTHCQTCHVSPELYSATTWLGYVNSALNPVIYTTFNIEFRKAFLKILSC
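Cells at 1500/well, incubated overnight, then treated with pinned compounds (dopamine as control) for 90 min at 37 degrees C. DiscoveRx reagent added for 30 - 60 minutes at room temperature; luminescence read.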
KB-V1 MDR tox: kills drug-selected multidrug resistant KB-V1 cells; KB-V1 MDR cells viability, CellTiter-Glo, 72 h; Potency, µM (doses to about 46.1 µM), for the others: top-dose activity change, negative = cytotoxicity, usual class: cytotoxic; 3.4% of 400,000 active; also: potency is read from the fitted curve at half-maximal effect; % is scaled to controls: 0 for no effect and ±100 for the full control effect; nearly all actives have a fitted effect of over 60% in size
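Cytotoxicity via CellTiter-Glo luminescence after 72 h compound exposure at 37 degrees C. Cells: drug-selected KB-V1 line, DMEM phenol-red free plus 10% FBS. Compounds tested at multiple concentrations; normalized data fitted to concentration-effect curves.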
IL1B secr inh: inhibitors of inflammasome signaling (IL-1 beta secretion); THP-1 LPS/ATP IL-1B secretion, AlphaLISA, 16 h; active compounds read low; activity change, % at 57.5 µM; 4.7% of 360,000 active; AID 743279; in the data active = activity change below about -50%; inconclusive = mostly about -30% to -49%; also: % is scaled to controls: 0 for no effect and ±100 for the full control effect
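Secreted IL-1B measured by AlphaLISA bead assay after 16 h compound exposure of THP-1 cells; compounds (final up to 57.5 uM) added 1 h before LPS (250 ng/mL) and ATP (1.25 mM) stimulation; lower signal means less secretion.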
HT1080-NT tox: kills 2HG-producing HT-1080-NT fibrosarcoma cells; HT-1080-NT fibrosarcoma viability, CellTiter-Glo ATP luminescence, 48 h; Potency, µM (highest dose often 46.1 µM), for the others: at the top dose activity, negative = less viability, most hits filed as cytotoxic; 1.6% of 360,000 active;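 also: NT is the 2HG producing partner of a matched IDH1 knockdown line; potency is read from the fitted curve at half-maximal effect; 0% = DMSO-treated cells and -100% = media-only wells without cells; nearly all actives have a fitted effect of over 55% in size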
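Viability of the 2HG-overproducing fibrosarcoma line after 48 hours of compound exposure at 37 degrees C was determined by luminescence with CellTiter-Glo, and concentration-effect curves were then fitted and categorized.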
KB-3-1 cytotox: kills parental KB-3-1 adenocarcinoma cells. 1.4% of 400,000 active. KB-3-1 viability, CellTiter-Glo ATP luminescence, 72 h. Potency, µM (highest dose often 46.1 µM), inactives show at the top dose activity change, negative = cytotoxic, actives largely listed as cytotoxic; also: potency is read from the fitted curve at half-maximal effect; % is scaled to controls: 0 for no effect and ±100 for the full control effect; nearly all actives have a fitted effect of over 60% in size
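Parental KB-3-1 viability, qHTS format: 72 h compound exposure, 37 °C; CellTiter-Glo; media-only wells and DMSO plates as controls; concentration-effect fits on corrected data.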
Active calls of the source: *; [ ] = remark or other dose. Unless noted, calls follow the shape of the dose curve; as a rule, active = well fitted curve in the direction sought with a large enough effect; inconclusive = small, poorly fitted or top-dose-only effect, or another doubt; inactive = no such curve, though single readings can be large; an effect the other way counts as inactive or inconclusive. Rows are unselected; 11% or so of the library scored in one or more.

Results for COc1cc(CC(=O)Nc2ccccc2N2CCCCC2)cc(OC)c1OC ?
HT1080 IDH1KD tx: -4%; SW480 rereplic: 6%; MCF10A rerep: -4%[9.22 µM]; GLP1R cytotox: -2%; D3 ag: 0; KB-V1 MDR tox: inconclusive; IL1B secr inh: 19; HT1080-NT tox: -12%; KB-3-1 cytotox: -19%

How did O=C(O)c1ccc2c3c(ncnc13)-c1ccccc1C2=O do in these assays?
HT1080 IDH1KD tx: inconclusive; SW480 rereplic: inconclusive; MCF10A rerep: 2.3µM*; GLP1R cytotox: -11%; D3 ag: -6; KB-V1 MDR tox: -26%; IL1B secr inh: 28; HT1080-NT tox: inconclusive; KB-3-1 cytotox: inconclusive

Results for O=C1C2C(C(=O)N1c1nccs1)C1C=CC2C12CC2 (stereo not drawn) ?
HT1080 IDH1KD tx: 2%; SW480 rereplic: inconclusive; MCF10A rerep: 1%; GLP1R cytotox: 0%; D3 ag: -1; KB-V1 MDR tox: -16%; IL1B secr inh: 13; HT1080-NT tox: 1%; KB-3-1 cytotox: 0%

How did CC(Sc1nnc(Cc2ccccc2)o1)C(=O)Nc1ccccc1[N+](=O)[O-] (stereo not drawn) do in these assays?
HT1080 IDH1KD tx: 0%; SW480 rereplic: 0%; MCF10A rerep: -3%; GLP1R cytotox: 1%; D3 ag: -4; KB-V1 MDR tox: -3%; IL1B secr inh: -5; HT1080-NT tox: 0%; KB-3-1 cytotox: -1%

What do the screens show for `CCOC(=O)c1ccc2c(c1)nc(SCC(=O)c1ccco1)n2CC`?
HT1080 IDH1KD tx: 3%; SW480 rereplic: -5%; MCF10A rerep: 11%; GLP1R cytotox: -17%; D3 ag: 0; KB-V1 MDR tox: -7%; IL1B secr inh: 0; HT1080-NT tox: 6%; KB-3-1 cytotox: 2%

How did O=C(Nc1ccc(C(F)(F)F)cc1)c1ccccc1Br do in these assays?
HT1080 IDH1KD tx: -16%; SW480 rereplic: 5%; MCF10A rerep: 0%; GLP1R cytotox: -9%; D3 ag: 4; KB-V1 MDR tox: -18%; IL1B secr inh: 15; HT1080-NT tox: -3%; KB-3-1 cytotox: 24%

What do the screens show for `O=C(O)c1cccc(-n2nnnc2SCc2ccccn2)c1`?
HT1080 IDH1KD tx: 11%; SW480 rereplic: 18%; MCF10A rerep: inconclusive; GLP1R cytotox: 2%; D3 ag: -2; KB-V1 MDR tox: 14%; IL1B secr inh: 20; HT1080-NT tox: 13%; KB-3-1 cytotox: -11%

How did Cc1cc(=O)[nH]c(SCC(=O)c2ccc(C)c(C)c2)n1 do in these assays?
HT1080 IDH1KD tx: -1%; SW480 rereplic: -3%[9.22 µM]; MCF10A rerep: 8%; GLP1R cytotox: 13%; D3 ag: 4; KB-V1 MDR tox: 12%; IL1B secr inh: 15; HT1080-NT tox: -12%; KB-3-1 cytotox: 0%

What do the screens show for `COc1ccc(OCC(=O)Nc2cccc(NC(=O)COc3ccc(OC)cc3)n2)cc1`?
HT1080 IDH1KD tx: inconclusive; SW480 rereplic: 4%; MCF10A rerep: 18%; GLP1R cytotox: 2%; D3 ag: 3; KB-V1 MDR tox: -18%; IL1B secr inh: -2; HT1080-NT tox: -30%; KB-3-1 cytotox: -12%

Results for CCOC(=O)C1CC(=NO)c2ccc(OC)c(OC)c2C1 (stereo not drawn) ?
HT1080 IDH1KD tx: 7%; GLP1R cytotox: 5%; D3 ag: -3; KB-V1 MDR tox: 0%; IL1B secr inh: 15; HT1080-NT tox: 20%; KB-3-1 cytotox: 0%

Results for O=S(=O)(c1ccc(OCC(O)CN2CCCC2)cc1)N1CCOCC1 (stereo not drawn) ?
HT1080 IDH1KD tx: 3%; SW480 rereplic: 1%; MCF10A rerep: 9%; GLP1R cytotox: -25%; D3 ag: 3; KB-V1 MDR tox: 26%; IL1B secr inh: -9; HT1080-NT tox: 7%; KB-3-1 cytotox: -2%

Results for Nc1nonc1-c1noc(-c2ccc(Br)o2)n1 ?
HT1080 IDH1KD tx: 9%; SW480 rereplic: -6%; MCF10A rerep: -4%; GLP1R cytotox: 4%; D3 ag: 3; KB-V1 MDR tox: 1%; IL1B secr inh: -30; HT1080-NT tox: 18%; KB-3-1 cytotox: -7%

In the list so far, 2 contain a COOH group:
How did O=C(O)c1ccc2c3c(ncnc13)-c1ccccc1C2=O do in these assays?
HT1080 IDH1KD tx: inconclusive; SW480 rereplic: inconclusive; MCF10A rerep: 2.3µM*; GLP1R cytotox: -11%; D3 ag: -6; KB-V1 MDR tox: -26%; IL1B secr inh: 28; HT1080-NT tox: inconclusive; KB-3-1 cytotox: inconclusive

What do the screens show for `O=C(O)c1cccc(-n2nnnc2SCc2ccccn2)c1`?
HT1080 IDH1KD tx: 11%; SW480 rereplic: 18%; MCF10A rerep: inconclusive; GLP1R cytotox: 2%; D3 ag: -2; KB-V1 MDR tox: 14%; IL1B secr inh: 20; HT1080-NT tox: 13%; KB-3-1 cytotox: -11%

More entries
How did CC1=C(C(=O)Nc2ccc(C)cc2C)C(c2cccc(Cl)c2)n2nc(C(=O)OC(C)C)nc2N1 (stereo not drawn) do in these assays?
HT1080 IDH1KD tx: 3%; SW480 rereplic: inconclusive; MCF10A rerep: inconclusive; GLP1R cytotox: -17%; D3 ag: 2; KB-V1 MDR tox: -25%; IL1B secr inh: inconclusive; HT1080-NT tox: 4%; KB-3-1 cytotox: inconclusive

What do the screens show for `Cn1c(N)c(C(=O)COC(=O)/C=C/c2ccccc2)c(=O)n(C)c1=O`?
HT1080 IDH1KD tx: 20%; SW480 rereplic: 0%; MCF10A rerep: 1%; GLP1R cytotox: 6%; D3 ag: 0; KB-V1 MDR tox: 10%; IL1B secr inh: 1; HT1080-NT tox: 17%; KB-3-1 cytotox: 4%

Results for CN(c1cccc(NC(=O)Nc2ccc(Cl)cc2)c1)S(C)(=O)=O ?
HT1080 IDH1KD tx: inconclusive; SW480 rereplic: 3%; MCF10A rerep: 13µM*; GLP1R cytotox: -10%; D3 ag: 2; KB-V1 MDR tox: -5%; IL1B secr inh: -12; HT1080-NT tox: inconclusive; KB-3-1 cytotox: 7%

What do the screens show for `O=C(O)CCSc1nnnn1-c1ccccc1`?
HT1080 IDH1KD tx: -1%; SW480 rereplic: -1%; MCF10A rerep: 8%; GLP1R cytotox: 71%[activator]; D3 ag: 4; KB-V1 MDR tox: 26%; IL1B secr inh: 38; HT1080-NT tox: 4%; KB-3-1 cytotox: 1%

What do the screens show for `c1ccc(CSc2ccc3nnc(-c4cccnc4)n3n2)cc1`?
HT1080 IDH1KD tx: 1%; SW480 rereplic: -10%; MCF10A rerep: 2%; GLP1R cytotox: 10%; D3 ag: 8; KB-V1 MDR tox: 18µM*; IL1B secr inh: 48; HT1080-NT tox: 0%; KB-3-1 cytotox: 15%

What do the screens show for `COc1ccc(-n2cnc3cc(C(=O)NCCN4CCOCC4)ccc32)cc1`?
HT1080 IDH1KD tx: 8%; SW480 rereplic: 0%; MCF10A rerep: 5%; GLP1R cytotox: -11%; D3 ag: 0; KB-V1 MDR tox: 5%; IL1B secr inh: -8; HT1080-NT tox: 2%; KB-3-1 cytotox: 20%

Results for CCS(=O)(=O)c1ccc2oc(SCC(=O)NCCc3ccccc3)nc2c1 ?
HT1080 IDH1KD tx: 1%; SW480 rereplic: -5%; MCF10A rerep: -2%; GLP1R cytotox: -3%; D3 ag: 3; KB-V1 MDR tox: inconclusive; IL1B secr inh: -1; HT1080-NT tox: -1%; KB-3-1 cytotox: 7%

Results for Cc1cc(C)cc(N(CC(=O)NCc2ccco2)S(=O)(=O)c2c(C)noc2C)c1 ?
HT1080 IDH1KD tx: 3%; SW480 rereplic: -2%; MCF10A rerep: 36%; GLP1R cytotox: -60%; D3 ag: 3; KB-V1 MDR tox: -8%; IL1B secr inh: -12; HT1080-NT tox: 11%; KB-3-1 cytotox: -1%

How did COc1ccc(C(C)=O)cc1CN1C(=O)C(C)ON=C1c1ncccc1C (stereo not drawn) do in these assays?
HT1080 IDH1KD tx: inconclusive; GLP1R cytotox: -4%; D3 ag: 0; KB-V1 MDR tox: 0%; IL1B secr inh: -24; HT1080-NT tox: 20%; KB-3-1 cytotox: 9%

How did COc1ccccc1NC(=O)c1coc(=O)c(Br)c1 do in these assays?
HT1080 IDH1KD tx: -16%; SW480 rereplic: inconclusive; MCF10A rerep: inconclusive; GLP1R cytotox: -12%; D3 ag: 10; KB-V1 MDR tox: 6%; IL1B secr inh: inconclusive; HT1080-NT tox: -14%; KB-3-1 cytotox: -23%

How did Cc1cccc(NC(=S)NC23CN4CN(CN(C4)C2)C3)c1 do in these assays?
HT1080 IDH1KD tx: 5%; SW480 rereplic: -11%; MCF10A rerep: 10%; GLP1R cytotox: -19%; D3 ag: -3; KB-V1 MDR tox: 19%; IL1B secr inh: -15; HT1080-NT tox: 23%; KB-3-1 cytotox: 19%

What do the screens show for `Cc1c(NC(=O)C(C)OC(=O)c2ncc(Cl)c(Cl)c2Cl)c(=O)n(-c2ccccc2)n1C` (stereo not drawn)?
HT1080 IDH1KD tx: 1%; SW480 rereplic: -40%[inhibitor]; MCF10A rerep: -2%; GLP1R cytotox: 13%; D3 ag: 4; KB-V1 MDR tox: 0%; IL1B secr inh: -72*; HT1080-NT tox: 3%; KB-3-1 cytotox: 9%

What do the screens show for `CN(Cc1cccc(F)c1)C(=O)c1ccc(S(=O)(=O)N2CCCCCC2)cc1`?
HT1080 IDH1KD tx: -5%; SW480 rereplic: 6%; MCF10A rerep: 2%; GLP1R cytotox: 4%; D3 ag: -1; KB-V1 MDR tox: -14%; IL1B secr inh: -66*; HT1080-NT tox: -1%; KB-3-1 cytotox: -13%

Screening results deposited in PubChem by National Center for Advancing Translational Sciences (NCATS).
